Ecoli WT expand = blocks growth of wild type E. coli BW25113 | growth inhibition, % at 100 µM | 0.15% of 98,000 active | OD600 absorbance | AID 710;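 active means growth inhibition above about 50% at one test dose, limit read from the data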;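 further: growth measured after 20 h incubation at 37 °C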
PTPN22 act = LYP (human) phosphatase activation. activation, % at 2 µM. Q9Y2R2. recombinant LYP, DiFMUP fluorescence; 0 = plate median, 100 = signal doubled. 0.11% of 96,000 active. AID 697;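 active means activation at 2 µM above a set limit, the mean plus 5 SD, cut at about 37% in these data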
PTK2B oligo ant = blocks oligomerization of human Pyk2 in cells; Q293 cells, Pyk2 FERM NanoBiT luminescence; hits give low values; z-score (the deposit names both 25 µM and 10 µM); 0.83% of 99,000 active; AID 1347419;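 active means Z-score of -3 or lower, scaled per plate to the spread of control and sample wells; inactive means z-score above -3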;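 further: negative z-score means lost luminescence so less FERM oligomerization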
PostGolgi ctrl = yeast control strain growth, post-Golgi counter-screen; efflux-deficient yeast background strain, growth absorbance A615, 16 h; inhibition, % at 10 µM; 5% of 98,000 active
CYP2C9 inh = inhibitors of human CYP2C9 | inhibition, % at 5 µM | P11712 | AID 777 | CYP2C9 Supersomes, luciferin-H conversion, luminescence | 20% of 96,000 active;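 active means blocking of liver enzyme CYP2C9 beyond about 50% at 5 µM, limit read from the data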; further: values of inactives mirror those of a sister screen read the other way
Target sequence (P11712 whole entry, looked up): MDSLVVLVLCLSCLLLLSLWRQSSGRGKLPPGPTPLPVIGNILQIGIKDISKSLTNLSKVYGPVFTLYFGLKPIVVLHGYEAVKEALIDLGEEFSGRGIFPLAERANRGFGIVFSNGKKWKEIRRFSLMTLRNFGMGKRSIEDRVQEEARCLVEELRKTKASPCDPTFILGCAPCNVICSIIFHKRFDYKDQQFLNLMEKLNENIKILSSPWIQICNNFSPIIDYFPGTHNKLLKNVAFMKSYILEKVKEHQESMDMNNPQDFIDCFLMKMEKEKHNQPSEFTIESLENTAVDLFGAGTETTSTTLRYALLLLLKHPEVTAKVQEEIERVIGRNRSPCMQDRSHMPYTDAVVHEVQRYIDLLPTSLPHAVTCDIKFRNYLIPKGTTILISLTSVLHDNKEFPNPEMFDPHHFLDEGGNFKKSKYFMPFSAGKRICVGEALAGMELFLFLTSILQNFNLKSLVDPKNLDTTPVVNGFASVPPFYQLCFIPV
CYP2C9 activ = activators of human CYP2C9; P11712; AID 1024; activation factor at 5 µM; 1.4% of 96,000 active; recombinant CYP2C9, luciferin-H conversion, luminescence; hits give high values; factor 1 = untreated enzyme, 0 = blocked;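 active means activation factor of 2 or more for CYP2C9 at a 5 µM dose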;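 further: 0 = sulfaphenazole-blocked wells and 1 = vehicle-only wells; values of inactives mirror those of a sister screen read the other way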
PTPN22 inh 2 = LYP (human) phosphatase inhibition | Q9Y2R2 | recombinant LYP catalytic domain, DiFMUP fluorescence | inhibition, % at 2 µM | 0.21% of 96,000 active | AID 640;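 active means inhibition at 2 µM at or above a set limit, the screen mean plus 3 SD, cut at about 24% in these data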;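 further: 0% = DMSO with enzyme and 100% = enzyme fully blocked by orthovanadate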
hDAT+cocaine = human DAT dopamine uptake with cocaine, either direction; Q01959; LLC-PK1 hDAT cells, [14C]-dopamine uptake with cocaine IC80; actives deviate in either direction; B-score at 10 µM; 1.3% of 110,000 active; AID 449768;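 active means Z score or B-score, a plate-position-corrected score, falls beyond the plate's 99.7% confidence bounds, in either direction; inactive means both scores lie inside the 99.7% bounds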;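 further: scored against the spread of the other compound wells on the same plate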
Target sequence (Q01959 whole entry, looked up): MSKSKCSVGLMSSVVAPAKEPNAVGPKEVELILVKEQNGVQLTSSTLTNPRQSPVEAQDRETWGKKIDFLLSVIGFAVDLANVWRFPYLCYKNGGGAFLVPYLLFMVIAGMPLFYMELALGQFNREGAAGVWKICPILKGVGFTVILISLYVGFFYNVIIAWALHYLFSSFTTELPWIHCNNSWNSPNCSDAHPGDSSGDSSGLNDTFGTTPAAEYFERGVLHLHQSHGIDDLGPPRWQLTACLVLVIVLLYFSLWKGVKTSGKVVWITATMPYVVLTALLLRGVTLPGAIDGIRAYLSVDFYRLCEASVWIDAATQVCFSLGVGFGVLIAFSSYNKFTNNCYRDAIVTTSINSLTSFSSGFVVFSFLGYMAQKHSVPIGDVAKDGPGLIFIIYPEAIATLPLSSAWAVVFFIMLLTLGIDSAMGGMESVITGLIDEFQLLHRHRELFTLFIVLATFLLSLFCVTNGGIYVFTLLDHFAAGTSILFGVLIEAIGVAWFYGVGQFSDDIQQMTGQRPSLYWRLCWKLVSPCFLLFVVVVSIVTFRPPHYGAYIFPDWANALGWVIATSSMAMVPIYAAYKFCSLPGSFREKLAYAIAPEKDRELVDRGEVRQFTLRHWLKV
PostGolgi yeast = growth inhibition of a yeast mutant, post-Golgi transport screen | 0.9% of 98,000 active | inhibition, % at 10 µM | post-Golgi transport phenotypic cell assay;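 further: yeast cells grown in 1536-well plates; yeast grown about 18 h at 30C before absorbance read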
* marks the source's active call; other numbers are inactive results; . = no result given. Unless noted, no stated cut-off is given here; in the data, active means inhibition above about 30%; inactive means the rest.

SMILES | Ecoli WT expand | PTPN22 act | PTK2B oligo ant | PostGolgi ctrl | CYP2C9 inh | CYP2C9 activ | PTPN22 inh 2 | hDAT+cocaine | PostGolgi yeast
CCCOc1ccc(C2C(C(=O)OC)=CN(CCOC)C=C2C(=O)OC)cc1 | 6 | 2 | -3.5* | 14 | 39 | 0.6 | -4 | 0.5 | 0
CC(C)c1ccc(NS(=O)(=O)c2cn(C)c(=O)n(C)c2=O)cc1 | 4 | -3 | . | 94* | -8 | 1.1 | 3 | -0.54 | 76*
CN(C)c1ccc(NC(=O)c2cc3c(=O)n4ccccc4nc3n2C)cc1 | . | -6 | -0.17 | . | . | . | 10 | 0.34 | .
CSc1ccccc1NC(=O)c1ccc(Cl)s1 | 1 | 14 | -1.5 | 4 | -52 | 1.5 | -11 | -0.29 | 5
CNC(=O)COC(=O)c1cc2c(C)nn(-c3ccc(F)cc3)c2s1 | -8 | -4 | 0.38 | 6 | 6 | 0.9 | 1 | 0.42 | 2
C=CCn1c(Oc2ccc(C(=O)OC)cc2)nc2c1c(=O)n(C)c(=O)n2C | -6 | -4 | 0.56 | 12 | 8 | 0.9 | 8 | 0.13 | 4
CCOC(=O)c1cnc(SCC(=O)Nc2cc(OC)ccc2OC)nc1N | -6 | 9 | -0.36 | -4 | 38 | 0.6 | -10 | -0.26 | -4
Cc1nnc(OC(C)C)c2nn(-c3ccccc3F)c(C)c12 | -1 | -13 | -0.18 | 1 | 89* | 0.1 | 14 | -0.53 | -5
O=C(Cn1nnc(-c2cccs2)n1)N1CCc2ccccc2C1 | -4 | 8 | 0.54 | 1 | -6 | 1.1 | -11 | 0.3 | 23
CCOC(=O)N1CCN(C(=O)c2c(O)c3cccc4c3n(c2=O)CC4)CC1 | 4 | 4 | 0.48 | 11 | -4 | 1 | -4 | -0.01 | -1
CCC(c1nnnn1C(C)C)N1CCN(C2CCCC2)CC1 (centres undefined) | -4 | 3 | -0.22 | 4 | 0 | 1 | -6 | 0.49 | 20
COc1cccc(OCC(=O)Nc2ccccc2NC(C)=O)c1 | 7 | -2 | 0.61 | 2 | -2 | 1 | 2 | . | 6
COc1cc2c(cc1OC)C(c1ccco1)CC(=O)N2 (centres undefined) | 2 | . | . | 1 | 50 | 0.5 | . | -1.2 | 4
CCOC(=O)c1cc(-c2ccc(C)cc2)n(CC(=O)NCc2ccco2)c1C | -9 | -2 | . | 0 | 77* | 0.2 | -1 | 1.1 | 2
C=C(C)Cn1c(COc2ccccc2)nnc1SCC(=O)O | 5 | -2 | 0.35 | -4 | 7 | 0.9 | 1 | 0.17 | -5
CCCNC(=O)COC(=O)CCC(=O)c1ccc(F)cc1 | 11 | 10 | 1.1 | -9 | -12 | 1.1 | -8 | -0.18 | 12
C=CCOC(=O)C1=C(C)Nc2ncnn2C1c1cc(Br)ccc1F (centres undefined) | 3 | 11 | -1.9 | 12 | 46 | 0.5 | -14 | 0.22 | 8
O=C(CSc1nccn1-c1ccccc1)Nc1ccc2c(c1)OCO2 | 6 | -3 | -0.83 | 13 | 74* | 0.3 | 4 | 0.69 | 0
CCOC(=O)Cc1[nH]nc2c1C(c1ccoc1)C(C#N)=C(N)O2 (centres undefined) | 10 | -4 | -0.28 | 5 | 38 | 0.6 | 0 | 0.19 | 1
CSc1cc(-c2ccccc2)n(Cc2c(Cl)cccc2Cl)c(=O)c1C#N | -13 | 2 | -1.2 | -1 | 75* | 0.2 | 0 | -1.7 | -7
Cc1cc(C)n(S(=O)(=O)c2ccc(C(C)(C)C)cc2)n1 | 3 | 0 | 1.9 | 22 | 36 | 0.6 | 0 | 0.46 | 0
CC(C)(CNC(=O)c1cccs1)CNC(=O)c1cccs1 | -2 | 1 | -0.3 | 10 | 86* | 0.1 | 0 | 0.051 | 3
COc1ccc(CN(C(=O)c2cnccn2)C(C(=O)NC(C)(C)C)c2cc(OC)c(OC)c(OC)c2)cc1 (centres undefined) | . | 0 | -0.05 | . | . | . | 0 | -1.6 | .
CCCS(=O)(=O)N1CCC(C(=O)NCCCN2CCCC2=O)CC1 | -3 | -7 | 0.35 | 3 | -16 | 1.2 | 5 | -0.38 | -12
CCc1ccc(Nc2ncccc2C#N)cc1 | 7 | -11 | 1.8 | 1 | 13 | 0.9 | 13 | . | 0
CCOCCNC(=O)c1ccc2c3c(cccc13)CC2 | 3 | -9 | 2.6 | 5 | -243 | 3.4* | 8 | -0.23 | 9
Clc1ccc(OCc2nn3c(C4CCCCC4)nnc3s2)cc1 | -7 | 2 | 1.7 | 42* | 90* | 0.1 | -1 | 1.3 | 12
O=C1CSC2=NCN(c3ccc4c(c3)OCO4)CN12 | -4 | -2 | -0.24 | 0 | -1 | 1 | 1 | 0.23 | 0
O=C(Nc1c(Cl)cccc1Cl)c1ccc(-c2ccccc2)cc1 | -12 | 7 | -0.67 | 5 | -15 | 1.1 | -4 | -0.74 | -1
C(=N\n1cnnc1)/c1cccs1 | 4 | -5 | 0.36 | 6 | 39 | 0.6 | 6 | -0.35 | 22

Sorted by number of heavy atoms (rising): some entries from above
SMILES | Ecoli WT expand | PTPN22 act | PTK2B oligo ant | PostGolgi ctrl | CYP2C9 inh | CYP2C9 activ | PTPN22 inh 2 | hDAT+cocaine | PostGolgi yeast
CCOCCNC(=O)c1ccc2c3c(cccc13)CC2 | 3 | -9 | 2.6 | 5 | -243 | 3.4* | 8 | -0.23 | 9
CC(C)(CNC(=O)c1cccs1)CNC(=O)c1cccs1 | -2 | 1 | -0.3 | 10 | 86* | 0.1 | 0 | 0.051 | 3
O=C(Nc1c(Cl)cccc1Cl)c1ccc(-c2ccccc2)cc1 | -12 | 7 | -0.67 | 5 | -15 | 1.1 | -4 | -0.74 | -1

The list goes on.
SMILES | Ecoli WT expand | PTPN22 act | PTK2B oligo ant | PostGolgi ctrl | CYP2C9 inh | CYP2C9 activ | PTPN22 inh 2 | hDAT+cocaine | PostGolgi yeast
COc1ccc(C(=O)N2CCCc3ccccc32)cc1 | 6 | 10 | -0.74 | -3 | -17 | 1.2 | -6 | 0.079 | -8
CN(C)C(=O)N1CCCC(C(=O)NCc2ccccc2)C1 (centres undefined) | 5 | -10 | 1.6 | -3 | 0 | 1 | 14 | -0.42 | -5
CCN(CC)CCCNC(=O)c1ccccc1C | 5 | 4 | -0.45 | 12 | -1 | 1 | -7 | 0.68 | -3
Cc1ccc(/C(O)=C2/C(=O)C(=O)N(Cc3cccnc3)C2c2ccccn2)cc1 (centres undefined) | 1 | 11 | 0.84 | -1 | 90* | 0.1 | -12 | -0.058 | -7
COc1ccc2c(Cl)c(-c3nnco3)sc2c1 | -4 | -6 | 1.7 | 1 | 2 | 1 | 7 | 0.75 | -3
COC(=O)c1[nH]c2c(c1C)C(=O)CCC2 | 10 | -2 | 2.5 | 3 | 17 | 0.8 | 2 | -0.047 | -3
COc1ccnc(Oc2ccccc2)c1C#N | 3 | -5 | 1.4 | -4 | -5 | 1.1 | 7 | -0.47 | 7
O=[N+]([O-])c1ccc(Cl)c(/C=N/Nc2nc(N3CCOCC3)nc(N3CCOCC3)n2)c1 | -15 | 2 | -0.43 | -7 | 12 | 0.9 | -3 | -1.2 | -2
CC(C)=C(NC(=O)c1ccccc1)C(=O)N1CCOCC1 | 9 | 7 | -0.18 | 0 | 4 | 1 | -6 | -1.9 | 28
COc1cccc(N2CC34C=CC(O3)C(C(=O)O)C4C2=O)c1 (centres undefined) | 6 | 1 | 0.07 | 0 | 10 | 0.9 | 1 | 0.71 | -9
Cn1c(-c2sccc2OCc2ccccc2)n[nH]c1=S | 1 | -12 | 0.39 | 6 | 23 | 0.8 | 15 | -10* | -4
CC(=O)Nc1cc2c(cc1C(=O)c1ccccc1)OCCO2 | 5 | 2 | 1.8 | -5 | 6 | 0.9 | -5 | . | -7
CCCCc1ccc(-c2nc(N)n[nH]2)cc1 | 8 | 9 | -1.2 | 15 | 19 | 0.8 | -8 | 1.7 | 13
O=C1C(=O)N(Cc2cccnc2)C(c2ccccn2)/C1=C(/O)c1ccc(F)cc1 (centres undefined) | 5 | 8 | 0.09 | -5 | 71* | 0.3 | -11 | 0.38 | 3
CCCn1c(SCC(=O)N2c3ccccc3Sc3ccccc32)nc2c1c(=O)n(C)c(=O)n2C | -10 | -8 | -0.19 | 32* | 49 | 0.5 | 7 | 1.2 | 14

Whole records, looked up by structure:
`O=C1C(=O)N(Cc2cccnc2)C(c2ccccn2)/C1=C(/O)c1ccc(F)cc1` (centres undefined) is listed as Ecoli WT expand: 5; PTPN22 act: 8; PTK2B oligo ant: 0.09; PostGolgi ctrl: -5; CYP2C9 inh: 71*; CYP2C9 activ: 0.3; PTPN22 inh 2: -11; hDAT+cocaine: 0.38; PostGolgi yeast: 3
`COC(=O)c1[nH]c2c(c1C)C(=O)CCC2` is listed as Ecoli WT expand: 10; PTPN22 act: -2; PTK2B oligo ant: 2.5; PostGolgi ctrl: 3; CYP2C9 inh: 17; CYP2C9 activ: 0.8; PTPN22 inh 2: 2; hDAT+cocaine: -0.047; PostGolgi yeast: -3

Next part
SMILES | Ecoli WT expand | PTPN22 act | PTK2B oligo ant | PostGolgi ctrl | CYP2C9 inh | CYP2C9 activ | PTPN22 inh 2 | hDAT+cocaine | PostGolgi yeast
O=C(c1ccc(N2CCCC2=O)cc1)N1CCN(c2ccccc2)CC1 | 10 | 6 | 0.43 | -5 | 40 | 0.6 | -7 | 1.2 | 1
Cc1c(Br)cc(C(=O)N2CCN(CCO)CC2)c(C)c1C | -5 | -4 | 1 | -2 | 17 | 0.8 | 0 | 0.0035 | 0
Cc1ccccc1Cn1ccc(NC(=O)c2onc(C)c2Cl)n1 | 0 | . | . | -3 | . | . | . | 0.24 | 0
COc1ccc(CC(=O)Nc2ccc(S(=O)(=O)NC(C)C)cc2)cc1 | 12 | -4 | 1.1 | 5 | 60* | 0.4 | 1 | 0.27 | -2
CC(=O)Oc1ccc2oc(/C=C/N(C)C)c([N+](=O)[O-])c2c1 | -9 | -17 | -2.4 | 5 | 26 | 0.7 | 18 | 0.02 | 15
N#Cc1cnn2c1nc(N1CCOCC1)c1ccccc12 | -8 | 5 | -0.32 | 14 | 20 | 0.8 | -4 | -0.9 | 8
O=C(Nc1nc(-c2cccs2)cs1)c1ccc(Cl)cc1 | -12 | 5 | 0.61 | 8 | 27 | 0.7 | -3 | 1.2 | -5
O=C(NCc1ccco1)c1ccccc1F | 4 | -10 | 1.4 | 18 | 8 | 0.9 | 6 | 0.74 | 18
COC(=O)C1=CN(C(C)C)C=C(C(=O)OC)C1c1cc(Br)c(OC)c(OC)c1 | . | -3 | -3.6* | . | . | . | 0 | 1.4 | .
C/C(=C1/C(=O)N(c2ccc([N+](=O)[O-])cc2)N=C1c1ccccc1)N(C)C | 0 | 0 | . | 23 | 23 | 0.8 | 3 | -1.5 | -2
CC(C)(C)NC(=O)NC(=O)CSc1nnc2ccccn12 | 2 | -4 | -0.39 | 9 | 2 | 1 | 7 | -1.3 | -4
C/C(=N\NS(=O)(=O)c1ccc(C)cc1)c1cccs1 | -3 | 1 | 0.16 | 11 | 33 | 0.7 | -5 | 0.54 | 6
CCOC(=O)C1CCCN(C(=O)Cc2ccc(Cl)cc2)C1 (centres undefined) | -1 | 8 | -0.01 | 3 | 76* | 0.2 | -6 | 1.8 | 10
CCn1nc(CC(=O)Nc2ccc(-n3cnnn3)c(C)c2)c2ccccc2c1=O | -2 | -11 | 1.3 | 12 | 26 | 0.7 | 11 | 1.7 | 10
O=C(CSc1nnc(-c2ccccc2)c(-c2ccccc2)n1)N1CCOCC1 | -2 | -4 | -1.1 | 8 | 25 | 0.7 | 6 | -0.064 | -1
Cc1cccc(OCC(=O)N/N=C/c2cn[nH]c2-c2ccc(Cl)c(Cl)c2)c1 | -10 | 7 | -0.96 | 38* | 57* | 0.4 | -2 | . | -5
O=C(Cn1nc(Cc2ccncc2)c2ccccc2c1=O)N1CCN(C(=O)c2ccco2)CC1 | -4 | 10 | . | 14 | 64* | 0.4 | -12 | 0.12 | -3
COc1ccc(C(=O)NC2=C(C#N)CCC2)cc1OC | -1 | 3 | -0.29 | 11 | -11 | 1.1 | -6 | 0.11 | -11
